14-3-3 PPI: alters human 14-3-3 gamma binding to Raf peptide | FP, 14-3-3gamma / TMR-pS259-Raf peptide binding | inhibition, % at 40 µM | hit rate 0.19% among 160,000; in the data active = inhibition above about 30%;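 also: 0% = protein plus tracer without compound and 100% = blank with tracer alone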
Target sequence (P61981 whole entry, looked up): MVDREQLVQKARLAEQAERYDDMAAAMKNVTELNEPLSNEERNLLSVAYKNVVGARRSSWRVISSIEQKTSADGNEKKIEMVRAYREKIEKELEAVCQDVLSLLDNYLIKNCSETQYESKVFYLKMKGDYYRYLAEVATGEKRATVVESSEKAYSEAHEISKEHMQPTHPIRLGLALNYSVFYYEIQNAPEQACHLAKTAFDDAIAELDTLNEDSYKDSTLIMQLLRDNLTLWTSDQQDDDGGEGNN
Numbers without * were called inactive; & = joins results of further samples. Not all compounds are listed (hit frequency here may not be typical).

The opening 2 records, ahead of the listing:
Results for COc1ccc2nc(NC(=O)c3ccc(Br)s3)sc2c1 ?
14-3-3 PPI: -10

How did COc1ccccc1NC(=O)CN1C(=O)C2C3CCC(C3)C2C1=O (stereo unspecified) do in these assays?
14-3-3 PPI: -13

The whole of this part, previewed entries included:
Results for COc1ccc2nc(NC(=O)c3ccc(Br)s3)sc2c1 ?
14-3-3 PPI: -10

How did COc1ccccc1NC(=O)CN1C(=O)C2C3CCC(C3)C2C1=O (stereo unspecified) do in these assays?
14-3-3 PPI: -13

What do the screens show for `CCC(Sc1nnc(C)c(=O)[nH]1)C(=O)Nc1ccc(Cl)cn1` (stereo unspecified)?
14-3-3 PPI: -14

How did CCCCOc1ccc(S(=O)(=O)NC(C)c2ccccc2)cc1 (stereo unspecified) do in these assays?
14-3-3 PPI: -7

Results for CC(O)c1ccc(NC(=O)c2nn3c(c2Br)NC(c2cccs2)CC3C(F)(F)F)cc1 (stereo unspecified) ?
14-3-3 PPI: -6

Results for CS(=O)(=O)Nc1ccc2c3c(cccc13)CC2 ?
14-3-3 PPI: 0

What do the screens show for `CCOC(=O)CN=C1CC(C)(C)CC2=C1Sc1ncnc(N(C)C)c1N2`?
14-3-3 PPI: -1

How did COc1cc(-c2nc3ccccc3c(=O)n2CC(=O)Nc2ccc(C)c(Cl)c2)cc(OC)c1OC do in these assays?
14-3-3 PPI: -5

How did Cc1ccc(CNC(=O)CN(c2cc(C(F)(F)F)ccc2Cl)S(=O)(=O)c2ccccc2)cc1 do in these assays?
14-3-3 PPI: -9

How did CC1=C(C(=O)OC2CCCCC2)C(c2ccccc2OC(C)C)C2=C(CC(C)(C)CC2=O)N1 (stereo unspecified) do in these assays?
14-3-3 PPI: -30

What do the screens show for `COC(=O)C1=CN(CC2CCCO2)C=C(C(=O)OC)C1c1ccc(OC)c(Br)c1` (stereo unspecified)?
14-3-3 PPI: 3

Results for O=C(NCc1cccs1)c1cc(-c2ccccc2)on1 ?
14-3-3 PPI: 0

What do the screens show for `O=S(=O)(c1ccc(Br)cc1)N1CCN(Cc2cccc(F)c2)CC1`?
14-3-3 PPI: -10

What do the screens show for `CCN(CC)c1ccc(C(=O)Nc2ccc3nc(N4CCCCC4)cc(C)c3c2)cc1`?
14-3-3 PPI: -54

What do the screens show for `Cc1cccc(C(=O)NCCSc2c(C)[nH]c3ccccc23)c1`?
14-3-3 PPI: 9

Results for CCOC(=O)C1=C(C)NC2=C(C(=O)CCC2)C1c1cc2c(cc1Cl)OCO2 (stereo unspecified) ?
14-3-3 PPI: -15

How did COc1ccc(C2/C(=C(\O)c3ccc(C)cc3)C(=O)C(=O)N2c2nc3ccccc3s2)c(OC)c1 (stereo unspecified) do in these assays?
14-3-3 PPI: -10

How did COC(=O)c1ccccc1NC1OC(=O)c2ccccc21 (stereo unspecified) do in these assays?
14-3-3 PPI: -2&-5

What do the screens show for `Cc1ccc(NC(=O)CSc2nc3ccccc3c(=O)n2Cc2cccs2)cc1Cl`?
14-3-3 PPI: 2

What do the screens show for `O=C(CSc1ccc(Cl)cc1)N1CCN(c2ccccc2F)CC1`?
14-3-3 PPI: -1

How did CCN(CC)CCCN1C(=O)C(=O)/C(=C(/O)c2cnn(-c3ccccc3)c2C)C1c1ccncc1 (stereo unspecified) do in these assays?
14-3-3 PPI: 0

How did CCN1CCN(c2nc(-c3ccccc3)nc3ccccc23)CC1 do in these assays?
14-3-3 PPI: -4

How did O=C1CCCC2=C1C(c1ccccn1)Nc1ccc3ncccc3c12 (stereo unspecified) do in these assays?
14-3-3 PPI: -4

What do the screens show for `CC(=O)N1c2ccc(S(=O)(=O)N3CC(=O)N(CCc4ccccc4)C(=O)C3)cc2CC1C` (stereo unspecified)?
14-3-3 PPI: -4

How did O=C(Nc1ccc(Cl)cc1)c1cnn2cccnc12 do in these assays?
14-3-3 PPI: -24

Results for N#CCSc1nc2cc(C(=O)N3CCOCC3)ccc2c(=O)n1Cc1ccccc1 ?
14-3-3 PPI: -8

How did COc1ccc(CNC(=O)C2CCN(C(=O)[C@@H](CC(C)C)NC(=O)OC(C)(C)C)CC2)cc1 do in these assays?
14-3-3 PPI: -8

What do the screens show for `CCSc1nnc(NC(=O)C2CCCCC2)s1`?
14-3-3 PPI: 5&1

Results for Cc1ccc2c(c1)C1CC(C)(O2)N(c2ccccc2)C(=O)N1 (stereo unspecified) ?
14-3-3 PPI: -1

Results for CN(C)c1ccc(C=Nc2ccc(N(C)C)cc2)cc1 ?
14-3-3 PPI: 0

How did COc1ccc(NC(=O)Cn2c(=O)sc3ccccc32)c(OC)c1 do in these assays?
14-3-3 PPI: 1

What do the screens show for `CC(=O)Cc1ccccc1OC(=O)c1ccco1`?
14-3-3 PPI: 3

What do the screens show for `Cc1cc(N)n2nc(C)c(-c3ccc(Cl)cc3)c2n1`?
14-3-3 PPI: 3

What do the screens show for `CSc1nc2ccc(NC(=O)c3cccc([N+](=O)[O-])c3)cc2s1`?
14-3-3 PPI: 1

How did Cc1ccc(-c2nnc(Nc3cccc(Cl)c3)c3ccccc23)cc1S(=O)(=O)NCC1CCCO1 (stereo unspecified) do in these assays?
14-3-3 PPI: -8

Results for CCCCOC(=O)c1ccc(N2C(=O)CC(N3CCN(c4ccc(F)cc4)CC3)C2=O)cc1 (stereo unspecified) ?
14-3-3 PPI: -4

An excerpt from above in order of length of the SMILES, ascending:
How did O=C(Nc1ccc(Cl)cc1)c1cnn2cccnc12 do in these assays?
14-3-3 PPI: -24

Results for CN(C)c1ccc(C=Nc2ccc(N(C)C)cc2)cc1 ?
14-3-3 PPI: 0

Results for Cc1ccc2c(c1)C1CC(C)(O2)N(c2ccccc2)C(=O)N1 (stereo unspecified) ?
14-3-3 PPI: -1

What do the screens show for `CSc1nc2ccc(NC(=O)c3cccc([N+](=O)[O-])c3)cc2s1`?
14-3-3 PPI: 1

Four records picked at random from the list so far, as already listed:
How did COc1ccc(CNC(=O)C2CCN(C(=O)[C@@H](CC(C)C)NC(=O)OC(C)(C)C)CC2)cc1 do in these assays?
14-3-3 PPI: -8

What do the screens show for `CSc1nc2ccc(NC(=O)c3cccc([N+](=O)[O-])c3)cc2s1`?
14-3-3 PPI: 1

How did O=C(Nc1ccc(Cl)cc1)c1cnn2cccnc12 do in these assays?
14-3-3 PPI: -24

Results for CN(C)c1ccc(C=Nc2ccc(N(C)C)cc2)cc1 ?
14-3-3 PPI: 0

(further entries)
How did CC(C)(C)NC(=O)CSc1nncn1-c1ccccc1 do in these assays?
14-3-3 PPI: -7

What do the screens show for `CC(Sc1nc2c(cnn2-c2ccccc2)c(=O)[nH]1)c1ccccc1` (stereo unspecified)?
14-3-3 PPI: 3

Results for CC1CCCCC1NC(=O)C1CCN(c2nc3ccccc3[nH]2)CC1 (stereo unspecified) ?
14-3-3 PPI: -1

Results for COc1ccc(Cl)cc1C(=O)Nc1ccc(NC(=O)c2ccc(C(C)(C)C)cc2)cc1 ?
14-3-3 PPI: -2

Results for O=C1CC(c2ccccc2)N(C(=O)CCCl)c2ccccc2N1 (stereo unspecified) ?
14-3-3 PPI: -4

What do the screens show for `COc1ccccc1N(CC(=O)NCc1ccccc1C)S(C)(=O)=O`?
14-3-3 PPI: 0

Results for CCOC(=O)C1=C(C)NC2=C(C(=O)CC(C)(C)C2)C1c1ccc(OC)c(OC)c1 (stereo unspecified) ?
14-3-3 PPI: -9

What do the screens show for `Cc1ccc(C(=O)CC2(O)C(=O)N(Cc3ccccc3)c3ccc(Br)cc32)cc1` (stereo unspecified)?
14-3-3 PPI: -7

How did COC(=O)c1ccc(Nc2ncnc3ccccc23)cc1 do in these assays?
14-3-3 PPI: -9

Results for CCOC(=O)c1c(COc2ccccc2)oc2ccc(O)cc12 ?
14-3-3 PPI: -3

How did COCC(=O)c1[nH]c2ccccc2c1C do in these assays?
14-3-3 PPI: -6

Results for CC(=O)NC(NCc1ccccc1)(C(F)(F)F)C(F)(F)F ?
14-3-3 PPI: -13

What do the screens show for `CCOc1ccc(OCCSc2nc3ccccc3[nH]2)cc1`?
14-3-3 PPI: -8

How did COc1ccc(OC)c(S(=O)(=O)n2nc(-c3ccccc3)cc2N)c1 do in these assays?
14-3-3 PPI: -5

Results for COc1ccc(OC)c(NC(=O)C2=C(C)NC(=S)NC2c2ccc(N(C)C)cc2)c1 (stereo unspecified) ?
14-3-3 PPI: -19

What do the screens show for `O=C(O)CCCCCNC(=O)CCn1nnc2ccccc2c1=O`?
14-3-3 PPI: 1

Results for CCOC(=O)c1ccccc1NC(=O)c1ccc2c(=O)n3c(nc2c1)CCCCC3 ?
14-3-3 PPI: -5

What do the screens show for `COc1ccc(C2NC(=O)CCC2[N+](=O)[O-])cc1` (stereo unspecified)?
14-3-3 PPI: -5

Results for COc1ccc(OC)c(C2NC(=S)NC(C)=C2C(=O)OC(C)(C)C)c1 (stereo unspecified) ?
14-3-3 PPI: -5

Results for O=C(Oc1ccc2ccccc2c1)c1ccc([N+](=O)[O-])cc1Cl ?
14-3-3 PPI: 1

How did CCC(C)C(NC(=O)c1ccccc1NC(=O)c1ccco1)C(=O)NC1CCCCC1 (stereo unspecified) do in these assays?
14-3-3 PPI: -3

What do the screens show for `COCCn1c(=S)[nH]c2cc(C(=O)NCC3CCCO3)ccc2c1=O` (stereo unspecified)?
14-3-3 PPI: 3&-11

What do the screens show for `COCCNC(=O)c1cn(C)c2ccc(S(=O)(=O)N(C)C3CCCCC3)cc2c1=O`?
14-3-3 PPI: 4

Results for O=C(CN(Cc1ccccc1)S(=O)(=O)c1ccccc1)NC1CCCCC1 ?
14-3-3 PPI: -1

Results for O=C(Nc1cccc(Oc2c(F)c(F)c(F)c(F)c2F)c1)N1C[C@@H]2C[C@@H](C1)c1cccc(=O)n1C2 ?
14-3-3 PPI: 5

Results for C=CCn1c(Cc2ccc(OC)cc2)nnc1SCc1nc2ccccc2c(=O)[nH]1 ?
14-3-3 PPI: -1

What do the screens show for `COc1ccc2nc(NC(=O)Cn3cnc4sc(C)c(S(=O)(=O)N5CCC(C)CC5)c4c3=O)sc2c1`?
14-3-3 PPI: -25

What do the screens show for `Fc1ccc(-c2nnc(-c3ccc(Cl)cc3Cl)o2)cc1`?
14-3-3 PPI: -3

Results for CCc1c(C)nc(SCCOc2ccc(OC)cc2)[nH]c1=O ?
14-3-3 PPI: -3

How did CCc1nnc(NC(=O)CSc2nc3c(cc2C#N)CCCC3)s1 do in these assays?
14-3-3 PPI: -11&-4

What do the screens show for `CN1CCN(c2ccc(NC(=O)c3ccc4c(c3)OCO4)cc2)CC1`?
14-3-3 PPI: -8

What do the screens show for `CCOC(=O)c1ccc(N=c2oc3c(C)ncc(CO)c3cc2C(=O)Nc2cccc(C)c2)cc1`?
14-3-3 PPI: 2

Results for CCOC(=O)c1cnc2ccc(C)cc2c1Nc1ccccc1OCC ?
14-3-3 PPI: 1

What do the screens show for `Cn1c(=O)c2c(nc(NCCO)n2C)n(C)c1=O`?
14-3-3 PPI: 1

How did Cc1ccc([N+](=O)[O-])cc1-c1[nH]c(-c2ccccc2F)nc1-c1ccccc1 do in these assays?
14-3-3 PPI: -90

What do the screens show for `Cc1oc(-c2ccccc2F)nc1CS(=O)(=O)CC(=O)N1CCN(Cc2ccccc2)CC1`?
14-3-3 PPI: -3

Results for CCN(c1ccccc1C(=O)O)S(=O)(=O)c1cccc2nsnc12 ?
14-3-3 PPI: -8

What do the screens show for `COc1ccc(-c2nnc(SCc3cccc(C#N)c3)o2)cc1`?
14-3-3 PPI: -6

What do the screens show for `COC(=O)c1cc(Cl)c(C(=O)OC)c2c(C(=O)OC)cc(Cl)c(C(=O)OC)c12`?
14-3-3 PPI: -2

What do the screens show for `COc1ccc(CCNc2c3c(c(C#N)c4nc5ccccc5n24)CCC3)cc1OC`?
14-3-3 PPI: -67

Results for O=C(Nc1ccc2c(c1)OCCO2)C(Cc1ccccc1)NS(=O)(=O)c1cccs1 (stereo unspecified) ?
14-3-3 PPI: -7

Results for CC(=O)Oc1ccccc1C(=O)NCCc1ccc(S(N)(=O)=O)cc1 ?
14-3-3 PPI: -3

How did CCOC(=O)c1c(NC(=O)c2ccc(F)cc2)sc(C)c1C do in these assays?
14-3-3 PPI: 4

What do the screens show for `CCOC(=O)c1[nH]c(C)c(CN(CCc2ccccc2)C(=O)CCC(=O)O)c1C`?
14-3-3 PPI: -4

How did O=C(NCc1ccc2c(c1)OCO2)c1cc2ncc(Br)cn2n1 do in these assays?
14-3-3 PPI: 3

Results for CC(C)OC(=O)C1C(=O)CC(C)(O)C(C(=O)OC(C)C)C1c1ccc(N(C)C)cc1 (stereo unspecified) ?
14-3-3 PPI: 5

Results for COc1ccc(C2=NN(CCC(=O)NCc3ccco3)C(=O)CC2)cc1 ?
14-3-3 PPI: -1

What do the screens show for `CCN(CC)C(=O)C1CCCN(Cc2ccccc2C(F)(F)F)C1` (stereo unspecified)?
14-3-3 PPI: -5

Results for COc1ccc(Nc2nc(N3CCCC3)nc3ccccc23)c(OC)c1 ?
14-3-3 PPI: 1

Results for O=C(Nc1ccc(S(=O)(=O)N2CCc3ccccc32)cc1)c1ccc(Br)o1 ?
14-3-3 PPI: -66

What do the screens show for `Cc1ccc2nc(NC(=O)C(Cc3ccccc3)NS(=O)(=O)c3ccc(Br)s3)sc2c1` (stereo unspecified)?
14-3-3 PPI: -1

What do the screens show for `Cc1cccc(C(=O)Nc2ccc(O)cc2)c1`?
14-3-3 PPI: 2

How did CN1C(=O)C(O)(CC(=O)c2ccccc2)c2cc(Br)ccc21 (stereo unspecified) do in these assays?
14-3-3 PPI: -4

Results for Cc1nc2cc(-c3cccc(Cl)c3)nn2c(N2CCN(C(=O)c3ccco3)CC2)c1C ?
14-3-3 PPI: 5

How did Nc1ccc(S(=O)(=O)Nc2ccnn2-c2ccccc2)cc1 do in these assays?
14-3-3 PPI: -2

How did COc1ccccc1CNC(=O)CN1C(=O)C2C3C=CC(C3)C2C1=O (stereo unspecified) do in these assays?
14-3-3 PPI: -4

Results for CCn1cc(C(=O)Nc2ccc(S(=O)(=O)NC(=O)c3ccccc3)cc2)c(=O)c2ccc(C)nc21 ?
14-3-3 PPI: -7
